# Bim-Bcl-XL: human Bim-Bcl-XL interaction inhibition. Q07817. Bim peptide-Bcl-XL binding, bead flow cytometry, fluorescence. inhibition, % at 10 µM. 190,000 compounds, 0.04% hits
# Target sequence (Q07817 whole entry, looked up): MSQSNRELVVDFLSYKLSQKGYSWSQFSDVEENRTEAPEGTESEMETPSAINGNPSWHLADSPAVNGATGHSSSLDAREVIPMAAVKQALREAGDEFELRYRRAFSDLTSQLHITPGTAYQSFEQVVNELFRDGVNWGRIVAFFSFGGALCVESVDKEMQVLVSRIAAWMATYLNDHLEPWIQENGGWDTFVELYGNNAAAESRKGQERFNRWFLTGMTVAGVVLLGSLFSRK
# Rab2A wt mod: changes GTP binding to wildtype dog Rab2A, up or down; P61105; GST-Rab2 wt beads, Bodipy-GTP binding, flow cytometry; GTP binding activity, % at 10 µM; 190,000 compounds, 0.19% hits;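 active = GTP binding activity at least 20 points away from 100%, either lowered or raised; inconclusive = signal likely due to the compound's own green fluorescence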;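 also: 0% = beads with excess unlabeled GTP and 100% = no-compound control corrected for plate trend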
# Bcl-2 Bim block: human Bim-Bcl-2 interaction inhibition; P10415; Bead-based flow cytometry, Bim peptide-Bcl-2 binding; inhibition, % at 10 µM; 190,000 compounds, 0.06% hits; AID 950; in the data active = inhibition above about 40%; inconclusive = no clear call, values can overlap the other calls;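 also: 0% = no compound wells with probe peptide and 100% = reference peptide inhibitor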
# Bcl-B Bim block: human Bim-Bcl-B interaction inhibition; Q9HD36; bead-based flow cytometry, Bim peptide-Bcl-B binding; inhibition, % at 10 µM; 190,000 compounds, 0.073% hits; AID 951;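 also: 0% = tracer peptide without compound and 100% = reference inhibitor peptide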
# Target sequence (Q9HD36 whole entry, looked up): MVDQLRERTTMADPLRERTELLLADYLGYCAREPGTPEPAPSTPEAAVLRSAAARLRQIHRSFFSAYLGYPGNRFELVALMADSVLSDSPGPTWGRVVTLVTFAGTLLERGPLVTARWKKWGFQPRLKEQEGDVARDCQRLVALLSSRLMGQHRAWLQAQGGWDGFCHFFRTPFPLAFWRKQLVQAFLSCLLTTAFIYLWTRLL
# HRas wt GTP: human HRas wildtype GTP binding, change in either direction; GST-Ras wt beads, Bodipy-FL-GTP binding, flow cytometry; actives lie on both sides; GTP binding activity, % at 10 µM; P01112; 190,000 compounds, 0.14% hits;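 active = GTP binding activity at least 20% away from the 100% baseline, either lowered as inhibitor or raised as activator; inconclusive = flagged as likely green fluorescent, judged across all proteins in the well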;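 also: 0% = unlabeled GTP competition control and 100% = no-compound control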
# Target sequence (P01112 whole entry, looked up): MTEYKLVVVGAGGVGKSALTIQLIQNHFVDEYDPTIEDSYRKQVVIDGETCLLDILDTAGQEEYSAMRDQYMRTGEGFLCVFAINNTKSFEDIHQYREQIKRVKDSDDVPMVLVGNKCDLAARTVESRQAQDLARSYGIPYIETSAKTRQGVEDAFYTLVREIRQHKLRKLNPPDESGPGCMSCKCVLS
# Bim-Bfl-1: human Bim-Bfl-1 interaction inhibition. Q16548. AID 1008. 190,000 compounds, 0.12% hits. Bead-based flow cytometry, Bim-Bfl-1 binding inhibition. inhibition, % at 10 µM;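 also: 0% = wells without compound plus tracer and 100% = blocker peptide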
# Rac1 act GTP bind: alters GTP binding to activated mutant human Rac1. P63000. GST-Rac1 activated beads, fluorescent GTP binding, flow cytometry; actives lie on both sides; 100% means binding = to untreated wells. percent activity (GTP binding), % at 10 µM. 190,000 compounds, 0.11% hits. AID 764;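 active = GTP binding at least 20 percentage points away from the 100% baseline, in either direction, so actives lie on both sides; inconclusive = Compound likely fluorescent itself, or too few beads counted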
# Cdc42 wt GTP: modulators (inhibitors or activators) of GTP binding to human Cdc42 wildtype | GST-Cdc42 beads, Bodipy-GTP binding, flow cytometry; actives lie on both sides | 190,000 compounds, 0.2% hits | P60953 | percent activity (GTP binding), % at 10 µM;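 active = percent activity GTP binding at least 20 points away from the 100% baseline, either down as inhibitor or up as activator; inconclusive = compound flagged as likely green fluorescent from well-wide comparison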;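 also: median bead fluorescence of bound Bodipy-FL-GTP at 100 nM; 0% = excess unlabeled GTP control and 100% = no compound control; below 100% means less GTP binding so inhibitor and above means activator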
# Target sequence (P60953 whole entry, looked up): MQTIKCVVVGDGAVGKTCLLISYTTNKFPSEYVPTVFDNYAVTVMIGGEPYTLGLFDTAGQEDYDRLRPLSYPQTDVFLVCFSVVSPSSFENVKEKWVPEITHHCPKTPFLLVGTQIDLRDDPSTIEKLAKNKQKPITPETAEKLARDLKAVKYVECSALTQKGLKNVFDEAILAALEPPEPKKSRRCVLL
# Rab7 wt GTP bind: alters GTP binding to wildtype dog Rab7; 190,000 compounds, 0.055% hits; GTP binding activity (percent of control), % at 10 µM; AID 758; GST-Rab7 beads, fluorescent GTP binding, flow cytometry; actives lie on both sides; untreated = 100%, excess cold GTP = 0%;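 active = fluorescent GTP binding to Rab7 beads changed by at least 20 points from the 100% baseline, either direction, mostly lower; inconclusive = compound itself probably fluorescent, or too few beads counted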;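 also: median green fluorescence of bound Bodipy-FL-GTP per Rab7 bead population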
# Bcl-W Bim block: inhibitors of Bim-Bcl-W interaction, human; Q92843; 190,000 compounds, 0.02% hits; inhibition, % at 10 µM; bead-based flow cytometry, Bim peptide-Bcl-W binding; AID 952;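 also: 0% = bound tracer without compound and 100% = peptide blocker; higher means less fluorescent Bim peptide bound to Bcl-W beads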
# Target sequence (Q92843 whole entry, looked up): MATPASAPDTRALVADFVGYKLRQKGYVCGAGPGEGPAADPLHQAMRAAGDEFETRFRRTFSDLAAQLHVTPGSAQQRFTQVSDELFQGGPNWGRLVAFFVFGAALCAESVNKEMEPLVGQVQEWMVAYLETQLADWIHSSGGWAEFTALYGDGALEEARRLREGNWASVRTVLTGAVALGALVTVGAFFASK
# Rac1 wt GTP bind: alters GTP binding to wildtype human Rac1; P63000; GST-Rac1 beads, fluorescent GTP binding, flow cytometry; actives lie on both sides; 0 = cold GTP competed, 100 = untreated; GTP binding activity (% of control), % at 10 µM; 190,000 compounds, 0.27% hits; AID 757;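 active = GTP binding activity at least 20 points away from the 100% control level, either lower or higher; inconclusive = compound flagged as likely green fluorescent, judged across all proteins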
# Active calls of the source: *; ? = inconclusive. Rule as the data show it, unless noted: active = inhibition above about 40%.
SMILES,Bim-Bcl-XL,Rab2A wt mod,Bcl-2 Bim block,Bcl-B Bim block,HRas wt GTP,Bim-Bfl-1,Rac1 act GTP bind,Cdc42 wt GTP,Rab7 wt GTP bind,Bcl-W Bim block,Rac1 wt GTP bind
O=c1cnnc(Nc2ccccc2F)[nH]1,-4,98,-1,-3,97,-6,97,97,104,-1,98
C#CCOCCOCCOCCNc1nc(N2CCN(C(=O)C([C@@H](C)CC)n3cc(C(N)CC(C)C)nn3)CC2)nc(N2CCN(C(=O)[C@H](CCC(=O)O)n3cc(C(N)CC(C)C)nn3)CC2)n1 (stereo not given in full),-3,97,0,-4,96,-4,97,96,95,0,97
COCCN(Cc1cc2cc(C)ccc2n2nnnc12)C(=S)Nc1ccc(C)cc1,-4,97,-2,-14,96,0,95,90,99,-3,98
O=C(C1=C[C@@H](c2ccc(C(F)(F)F)cc2)C[C@@H](OCCCCO)O1)N1CCOCC1,0,97,-3,-4,99,-3,98,98,105,0,98
CCOC(=O)C1(C(C)(C)CC)CC(CSc2nc3ccccc3[nH]2)OC1=O (stereo not given),-4,98,7,-3,99,-2,94,98,93,-2,100
N#Cc1c(N)n(-c2ccc(O)cc2)c2nc3ccccc3nc12,2,88,4,10,88,7,93,90,88,4,88
Cc1c(NC(=O)C(C)OC(=O)c2c3c(nc4ccccc24)CCC3)c(=O)n(-c2ccccc2)n1C (stereo not given),-6,98,-2,-3,99,-3,99,100,96,-4,101
CCOc1cc(CNn2cnnc2)cc(Br)c1OCC(=O)NC1CCCCC1,-5,100,-1,-1,101,-1,101,102,97,-5,106
CCn1c2ccccc2c2cc(N=C3SC(CC(=O)Nc4ccccc4OC)C(=O)N3C)ccc21 (stereo not given),-4,98,-4,-5,98,-4,101,104,96,0,103
N#Cc1ccc(COc2ccc(CCO)cc2-n2nc3ccccc3n2)cc1,-1,101,-5,-2,101,-4,100,104,99,-1,101
CC[C@@H](NS(=O)(=O)c1ccc(C)cc1)C(=O)Oc1ccc2c3c(c(=O)oc2c1)CCC3,-8,101,-2,-7,98,-1,97,99,101,1,101
O=S(=O)(NC1CCCCC1NS(=O)(=O)c1ccc(F)cc1)c1ccc(F)cc1 (stereo not given),-6,100,-5,-6,101,-17,99,101,101,-1,105
O=C(O)CCCNC(=O)c1ccccn1,-3,103,-9,-7,102,-2,96,94,104,-6,104
CC12COC3(C(=O)Nc4ccccc4)CC1CCC32C (stereo not given),-1,96,-5,-4,96,-7,97,94,99,0,97
NS(=O)(=O)c1ccc(NC(=O)COC(=O)c2ccc3c(c2)OCCO3)cc1,-1,98,-3,-2,100,-2,96,99,109,0,98
O=C(c1ccc(COc2c(F)c(F)c(F)c(F)c2F)o1)N1CCOCC1,-9,93,-7,-12,95,-14,91,94,92,-4,90
COc1ccccc1CN1C2CCCC1CC(NC(=O)/C=C/c1ccccc1)C2 (stereo not given),0,97,-6,-1,97,-7,95,96,93,0,97
FC(F)(F)c1ccc2c(c1)nc1n2CCCC1,0,99,-5,0,96,-4,97,97,97,-1,97
N#Cc1cc(-c2ccccc2)cnc1Cl,10,98,-2,-2,98,-5,97,96,98,3,98
Cc1nc2c(ccc3c([N+](=O)[O-])cccc32)c(C)c1C,-2,102,0,-4,100,-5,99,100,110,-1,103
O=C1c2ccccc2S(=O)(=O)N1CC(O)Cn1c2ccccc2c2ccccc21 (stereo not given),-8,104,-2,-7,102,0,97,102,101,-6,105
C=CCNC(=O)C1=NOC(CNC(=O)c2c(-c3ccccc3Cl)noc2C)C1 (stereo not given),2,97,-4,-3,98,-12,97,99,94,0,99
O=C(Nc1cccc(O)c1)N1CCOCC1,-7,104,-3,-6,102,-4,101,101,99,-5,103
Cc1ccc(C)c(S(=O)(=O)Nc2nc(C)c(C(=O)Nc3ccccc3)s2)c1,-7,95,-2,-5,97,-12,92,96,95,-3,97
Clc1ccc2oc(-c3ccccc3)nc2c1,-2,100,-1,-2,101,-2,100,102,103,-1,102
# (continued)
SMILES,Bim-Bcl-XL,Rab2A wt mod,Bcl-2 Bim block,Bcl-B Bim block,HRas wt GTP,Bim-Bfl-1,Rac1 act GTP bind,Cdc42 wt GTP,Rab7 wt GTP bind,Bcl-W Bim block,Rac1 wt GTP bind
Cc1cc(C(=O)N2CCc3ccccc32)n(-c2ccccc2)n1,-3,98,-4,-1,98,-8,97,102,96,0,102
CCOc1ccc(Oc2nc(NCC(C)C)nc(N(C)C)n2)nn1,-12,102,2,0,101,0,98,101,101,-1,106
COc1ccc(OCCC(=O)OCc2c(C)noc2C)cc1,-5,95,-3,-5,95,-7,95,94,99,0,98
CCC(=O)OCc1cc2cccc(C)c2[nH]c1=O,3,100,-9,-9,101,-13,98,101,101,4,100
Nc1ncc(-c2nnnn2-c2ccc(Cl)cc2)c(-c2ccc(Cl)cc2)n1,-8,97,0,0,97,-3,98,97,98,0,99
CC(=O)Nc1ccc(S(=O)(=O)NC2(C(F)(F)F)NC(=O)N(C3CCCC3)C2=O)cc1 (stereo not given),0,99,-6,-3,100,-11,100,103,103,0,104
OC(COCC1COc2ccccc2O1)CN1CCN(c2ccccc2)CC1 (stereo not given),-3,95,1,-2,95,-2,94,96,94,-1,96
O=C(NCc1cccs1)C1CCCN(S(=O)(=O)c2cccs2)C1 (stereo not given),-4,100,-5,-8,101,-11,98,100,99,0,100
CCOc1ccc(OCCCC(=O)O)cc1,-3,100,-6,-6,101,-10,99,102,98,3,106
CCOc1ccc(NCC(=O)c2ccc(C)cc2)cc1,-4,96,2,-2,95,-3,94,99,94,-4,96
CCOC(=O)c1ccn(-c2nc(-c3ccco3)cc(C(F)(F)F)n2)n1,-7,99,-8,-5,101,-11,100,102,99,1,100
CNC(=O)c1cc2c(=O)n3cc(C)ccc3nc2n(C(C)C)c1=N,-4,101,-1,0,103,-5,100,103,105,0,106
CNC(=S)Nc1ccccc1-c1ccccc1,-5,102,-1,-11,102,0,100,103,94,-2,103
COc1ccc(OC)c(NS(=O)(=O)c2ccc(NC(=O)c3ccc(NS(C)(=O)=O)cc3)cc2)c1,-1,99,0,0,100,-1,98,104,102,1,105
C=CCOC(=O)C1=C(C)OC(N)=C(C#N)C1c1ccccc1F (stereo not given),-8,100,-11,-4,101,-13,98,100,100,0,103
COc1ccc(/C(CC2OC(=O)c3ccccc32)=N\NC(N)=O)cc1 (stereo not given),0,97,0,-2,98,-2,95,95,95,0,100
O=C(NCc1ccco1)c1cc2ccccc2c(=O)o1,-10,97,-10,-9,97,-9,97,94,94,-5,100
O=C(Oc1ccc(-n2cnnn2)cc1)c1ccccc1,-4,100,0,-6,96,-4,96,99,105,0,99
COc1cccc(-c2cc(C(=O)NCCc3ccccc3)no2)c1,-3,103,-1,0,104,-1,98,101,106,-1,103
CCCCNC1CCS(=O)(=O)C1 (stereo not given),-6,100,-6,-3,101,-8,100,101,99,7,104
O=C(Nc1ccc2c(c1)OCO2)c1nn(-c2ccccc2)c(=O)c2ccccc12,2,97,-7,-2,98,-9,98,98,101,3,104
CCOC(=O)CC(=O)CSc1nc(C)nc2c1oc1ccccc12,0,97,0,0,100,-2,99,100,96,-2,101
O=C1N(CN2CCN(Cc3ccccc3)CC2)c2ccccc2C12OCCCO2,-1,96,1,-2,97,-4,96,96,98,0,96
COc1cc(OC)cc(C(=O)NNC(=O)NC2CCCCC2)c1,-5,98,-23,-2,103,0,99,102,97,-1,102
COc1cccc(CNC(=O)C2(C)Oc3ccccc3NC2=O)c1 (stereo not given),-6,98,-9,-7,100,-10,102,101,98,3,103
# (continued)
SMILES,Bim-Bcl-XL,Rab2A wt mod,Bcl-2 Bim block,Bcl-B Bim block,HRas wt GTP,Bim-Bfl-1,Rac1 act GTP bind,Cdc42 wt GTP,Rab7 wt GTP bind,Bcl-W Bim block,Rac1 wt GTP bind
Cn1nnc2cc(C(=O)N3CCCCCC3)ccc21,-7,101,-8,-7,99,-3,99,103,106,-4,103
CC(=O)Nc1ccc(OCc2nnc(-c3ccc(Cl)cc3)o2)cc1,0,?,-3,-1,?,5,?,?,?,-1,?
CCC(C)NC(=O)c1ccccc1NC(=O)C1COc2ccccc2O1 (stereo not given),-8,99,-7,-9,99,-9,97,101,101,-3,96
Cc1onc(-c2ccccc2Cl)c1C(=O)NC(=S)NCCc1ccccc1,-8,96,-7,-8,97,-9,96,94,96,-5,96
O=C(NNC(=O)c1oc2ccccc2c1-n1cccc1)c1ccco1,-5,94,-7,-6,93,-3,92,96,98,0,95
O=C(NCC1CCN(c2ccc(S(=O)(=O)N3CCOCC3)cc2)CC1)c1ccc(Cl)cc1,5,101,-8,-7,103,-9,99,104,98,3,110
O=C(Nc1ccncc1)c1cc2ccccc2o1,4,103,5,30,103,0,100,106,100,8,104
COc1ccc(C2C(C(C)=O)=C(O)C(=O)N2c2cccnc2)c(OC)c1 (stereo not given),1,103,0,0,102,0,98,103,103,1,102
COc1ccc(NC(=O)c2cccc(S(=O)(=O)N(C)c3ccccc3)c2)cn1,-2,99,-7,0,100,-1,97,96,98,0,97
CSc1nc2ccc(S(=O)(=O)N3CCc4ccccc43)cc2s1,-4,90,-13,-3,94,-16,91,95,92,-2,89
O=C(c1ccccc1Br)N1CCC(c2nc3ccccc3s2)CC1,-1,99,0,-2,98,0,96,96,97,2,104
O=C(c1cc2nc(-c3cccs3)cc(C(F)(F)F)n2n1)N1CCCc2ccccc21,1,94,-2,1,92,-1,94,93,97,-2,94
Cc1ccc(S(=O)(=O)C2CCCCC2=O)cc1 (stereo not given),-3,97,0,-1,95,0,99,104,97,0,104
O=C(c1ccccc1)N1CCC(c2nc(-c3ccc(S(=O)(=O)N4CCOCC4)cc3)no2)CC1,0,100,-8,-5,99,-16,98,99,96,0,100
O=C(NCc1cccnc1)c1ccccc1-c1nc(-c2ccccc2)no1,-1,98,-4,4,98,2,95,100,99,-2,102
Cc1ccc2nc(-c3ccc(N4C(=N)SC5CS(=O)(=O)CC54)cc3)sc2c1 (stereo not given),-6,100,-5,-12,99,-6,98,102,100,-5,105
CCCOC(=O)c1ccc(N2C(=O)c3ccccc3C2=O)cc1,-4,99,-1,-7,102,1,99,99,104,-1,106
COC(=O)CSc1nc2c(c(-c3ccc(O)cc3)c1C#N)CCCC2,-1,97,0,-6,97,-4,95,97,104,0,98
CCOc1ccccc1NC(=O)N1C2CCCC1CC(NC(=O)C1CC1)C2 (stereo not given),-1,100,3,-7,101,-6,100,101,103,-3,103

# High-throughput results deposited in PubChem BioAssay by NMMLSC.
